SDO1 yeast rescue = growth rescue of sdo1-depleted yeast, primary screen, S. cerevisiae, bone marrow failure model; S. cerevisiae sdo1-depleted JHY4D growth rescue, OD600 30 h; hits give high values; pdr5 snq2 efflux-pump mutant strain; z-score at 10 µM; 140,000 compounds, 0.21% hits;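 active = z-score above 3 at both the 24 hr and the 30 hr optical density reads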;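 also: z-score against mean and SD of all compound wells on the same plate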
Insulin prom inh = inhibitors of insulin promoter-driven GFP, primary screen, imaging, TRM-6 cells (human fetal islet line), eGFP reporter, cell count. reporter expression induced with tamoxifen. inhibition, % at 2 µM. 130,000 compounds, 0.9% hits. AID 1273, 2008;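 active = inhibition above the mean plus 3 SD, with well images judged a real hit on visual review, cut at about 60% in these data, passing the limit was not always enough; inconclusive = inhibition over the cutoff but images rejected on review; inactive = inhibition not above the cutoff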
SDO1 yeast rescue Rescue 24 h = recorded beside SDO1 yeast rescue, whose call it bears; z-score; S. cerevisiae sdo1-depleted JHY4D growth rescue, OD600; measured here: growth rescue at 24 h;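 0 is the plate mean of compound wells and units are plate SD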
An asterisk follows results filed as active; u = inconclusive; x = not tested or not shown; [ ] = dose if it differs, or a comment. An excerpt; rates above refer to the full screens.

SMILES	SDO1 yeast rescue	SDO1 yeast rescue Rescue 24 h	Insulin prom inh
Cc1nn(C)c(C)c1NC(=O)CCCSc1nc(-c2ccco2)cc(C(F)(F)F)n1	1.1	1	30
Cc1ccc(NC(=O)C(Cc2ccccc2)N2C(=O)C3C4CCC(C4)C3C2=O)cc1Cl (stereo not given)	-0.24	0.32	8
COC(=O)c1ccc(C(=O)OC)c(NC(=O)N2c3ccccc3Sc3ccccc32)c1	-0.55	0.94	x
COc1ccccc1C1C=C(c2ccc(C)cc2)Nc2nnnn21 (stereo not given)	-0.13	-0.11	38
CCn1c(SCC(=O)c2c[nH]c3ccccc23)nc2cc(S(=O)(=O)N3CCOCC3)ccc21	0.99	1.8	59
O=C(c1ccc(Cl)cc1)c1cc(-c2ccccn2)c(N2CCOCC2)s1	-1.6	-0.69	2
COCCCNC(=O)Nc1ccc2c(c1)N(C)C(=O)CS2	0.65	0.18	x
FC(F)(F)c1cc(-c2cccs2)nc2cc(-c3ccccc3)nn12	-1.2	-0.6	x
Cc1ccc(C(=O)N/C(=C\c2cccs2)C(=O)NCc2cccnc2)cc1	0.35	-0.07	10
CCN(C(=O)c1ccnc(C(C)(C)C)c1)c1ccccc1	-0.9	-1.4	32
CCOC(=O)C(C)n1nc(C)c2sc3ccccc3c2c1=O (stereo not given)	-0.51[9.2 µM]	-0.59	x
COc1ccccc1Nc1ncnc2c1oc1ccccc12	-1.2	-0.71	33
O=C(Nc1ccc(N2CCN(C(=O)c3ccco3)CC2)cc1)c1cccc(F)c1	-0.19	0.14	64
CCOc1ccc(OCCn2nnc3ccccc3c2=O)cc1	x	x	-29
CC1=C[C@H]2Cc3cc(C)cc(C)c3S(=O)(=O)[C@@H]2C=C1	-1.2	-1.5	22
Cc1nc(N2CCN(Cc3nc4ccccc4[nH]3)CC2)c2oc3ccccc3c2n1	-1.9	-1.2	x
CC1=C(C(=O)Nc2ccc(C)cc2)C(c2cccs2)NC(=S)N1 (stereo not given)	0.9	0.92	-24
CCn1c(CN2CCN(c3ccc(Cl)cc3)CC2)nc2ccccc21	-1.7	-0.35	0
CCCCCCCCn1c2c(c(=N)c3c1CCC3)CCCC2	x	x	-78
CCCc1ccc(OCc2ccc(C(=O)OC)o2)c(OC)c1	0.29	-0.69	34

Reformatted with values under each structure: entries from further up
Values run as follows: SDO1 yeast rescue, SDO1 yeast rescue Rescue 24 h, Insulin prom inh
CCn1c(SCC(=O)c2c[nH]c3ccccc23)nc2cc(S(=O)(=O)N3CCOCC3)ccc21
→ 0.99, 1.8, 59
O=C(c1ccc(Cl)cc1)c1cc(-c2ccccn2)c(N2CCOCC2)s1
→ -1.6, -0.69, 2
COCCCNC(=O)Nc1ccc2c(c1)N(C)C(=O)CS2
→ 0.65, 0.18, x
FC(F)(F)c1cc(-c2cccs2)nc2cc(-c3ccccc3)nn12
→ -1.2, -0.6, x

Further results follow.
SMILES	SDO1 yeast rescue	SDO1 yeast rescue Rescue 24 h	Insulin prom inh
CCC(CC)c1nnc(NC(=O)CCCN2C(=O)c3ccccc3C2=O)s1	-0.62	-0.66	-21
O=Cc1cnc(N2CCOCC2)nc1	1.1	1.3	-22
CCOC(=O)COc1cccc2c(=O)n(CC(=O)NCCc3ccccc3)ccc12	0.2	-0.02	12
O=C(CSc1nnc2scc(-c3ccc(Cl)cc3)n12)NCc1ccco1	0.57	0.15	37
O=C(c1sc2ccccc2c1Cl)N(Cc1ccccc1)C1CCS(=O)(=O)C1 (stereo not given)	1.5	3.2	8
CC(=O)NNc1ncnc2c1cnn2-c1ccc(C)c(C)c1	x	x	17
O=C(Cn1c(C(F)(F)F)nc2ccccc21)c1ccc(Cl)cc1	-1.1	-0.99	-11
COc1ccccc1Nc1cc(C(=O)N2CCc3ccccc3C2)c2ccccc2n1	x	x	-8
COc1c2ccc(C(=O)NCCCCc3ccccc3)cc2nn1C	0.6	-0.01	x
CN(C)Cc1nc2c(c(=O)[nH]1)C(C)(C)Cc1ccccc1-2	0.2	0.2	14
COC(=O)C(C(=O)Nc1ccccc1C)C1CCCC1 (stereo not given)	0.3	0.11	7
CC(=O)Nc1ccc(-c2nnc(SCC(=O)NCc3ccco3)n2C)cc1	1.1	-0.66	10
O=C(COC(=O)c1oc2ccccc2c1COc1ccccc1)NCCN1C(=O)CSC1=O	-1.1	-1.2	x
CCOC(=O)CN(C(=O)CSc1nnc(CNc2ccc(C)cc2C)o1)c1ccccc1	0.29	0.54	x
Cc1nn(Cc2ccc(Cl)cc2)c2sc(C(=O)O)cc12	x	x	-5
COc1ccc(CNC(=O)CSc2ccc(Br)cc2)cc1OC	0.55	0.28	x
CC1=C(C(=O)Nc2ccccc2)C(c2ccc3c(c2)OCO3)C2=C(CCCC2=O)N1 (stereo not given)	0.47	0.25	-179
O=C(NC1CCCCCC1)c1nc2ncccn2n1	-0.18	-0.6	-7
O=C1C(NS(=O)(=O)c2cccs2)=C(N2CCN(c3cccc(Cl)c3)CC2)C(=O)c2ccccc21	-0.93	-0.11	-56
CCC12CN(S(=O)(=O)c3ccc(C)cc3)CC(CC)(CN(S(=O)(=O)c3ccc(C)cc3)C1)C2=O	-0.29	0.31	-21
COC(=O)c1ccccc1NC(=O)COC(=O)c1ccco1	-0.92	-1.1	30
O=C(NC1CCCC1)C(c1ccccc1)N(C(=O)c1ccno1)c1ccccc1 (stereo not given)	-0.63	-0.81	60
O=c1c(Br)c(N2CCCC2)cnn1-c1ccccc1	-0.46	-0.87	11
Clc1cccc(CN2CCC(Cc3ccccc3)CC2)c1	0.54	1.2	x
CN(C)c1cc[n+](CC(=O)N2CCCc3ccccc32)cc1	x	x	-40
O=C(Nc1ccc(OCC(F)(F)C(F)F)c(C(F)(F)F)c1)c1ccccc1	x	x	19
CN1CCN(CC(O)COc2ccc(Cl)cc2)CC1 (stereo not given)	-0.2	-0.4	-3
O=C(Nc1ccccc1)C1CC2CCCC(C1)C2=O (stereo not given)	0.04	-0.13	x
Cc1cccc2c(N=Nc3ccc(S(=O)(=O)Nc4ccc(Cl)cc4)cc3[N+](=O)[O-])c(O)[nH]c12	x	x	47
O=C(CCn1c(=O)[nH]c2ccccc2c1=O)Nc1ccccc1	0.95	0.17	x
CC1CN(C(=S)SCC(=O)c2ccccc2)CC(C)O1 (stereo not given)	0.81	0.14	-9
CC1=CC(C)(C)Nc2ccc(OC(=O)C(Cc3ccccc3)N3C(=O)C4CCCCC4C3=O)cc21 (stereo not given)	0.3	0.39	-45
CCCc1nc2c(=O)n(C)c(=O)[nH]c2n1C	0.4	-0.07	x
Cc1ccc(C(=O)C(C)N2C(=O)NC(C)(c3ccccc3)C2=O)cc1 (stereo not given)	x	x	-64
O=C(CN(c1ccccc1)S(=O)(=O)c1ccccc1)Nc1ccccc1C(=O)NCc1ccco1	-1.1	-1.4	-31
COc1ccc(N2CCN(c3nc(Nc4ccc(F)cc4)nc(OC)n3)CC2)cc1	0.16	2	3
CC(=O)c1c(C)nn(CC(O)Cn2c3c(c4cc(C)ccc42)CCCC3=O)c1C (stereo not given)	-0.2	-0.28	-54
Cc1ccc(-c2nnn(CC(=O)Nc3ccccc3-c3ccccc3)n2)c(-n2cnnn2)c1	0.16	1.2	x
O=C(COc1ccc([N+](=O)[O-])cc1)NN=C1CCCC1	0.65	-0.23	20
O=c1cc(-c2ccccc2)nc(N2CCCCC2)[nH]1	-2.6	-2.3	x

Fetched one by one from above:
SMILES	SDO1 yeast rescue	SDO1 yeast rescue Rescue 24 h	Insulin prom inh
CC1CN(C(=S)SCC(=O)c2ccccc2)CC(C)O1 (stereo not given)	0.81	0.14	-9
Cc1ccc(C(=O)C(C)N2C(=O)NC(C)(c3ccccc3)C2=O)cc1 (stereo not given)	x	x	-64
O=C(NC1CCCC1)C(c1ccccc1)N(C(=O)c1ccno1)c1ccccc1 (stereo not given)	-0.63	-0.81	60
CN1CCN(CC(O)COc2ccc(Cl)cc2)CC1 (stereo not given)	-0.2	-0.4	-3
O=c1cc(-c2ccccc2)nc(N2CCCCC2)[nH]1	-2.6	-2.3	x

Later entries.
SMILES	SDO1 yeast rescue	SDO1 yeast rescue Rescue 24 h	Insulin prom inh
Cc1ccc(S(=O)(=O)NNC(=O)C2Cc3c(ccc4ccccc34)O2)cc1 (stereo not given)	-0.8	-0.79	4
CC(C)C(c1nnnn1C1CCCCC1)N1CCN(c2ncccn2)CC1 (stereo not given)	-1.5	-0.47	3
Cc1cccc(-c2nc(CS(=O)CC(=O)NC3CCCC3)c(C)o2)c1 (stereo not given)	1.9	2.8	x
O=C(CN(Cc1ccccc1F)C(=O)Cn1nnc(-c2cccs2)n1)NCC1CCCO1 (stereo not given)	0.6	0.71	-17
Clc1ccccc1-c1nnc2sc(-c3ccc(Br)o3)nn12	-2.1	-1.5	x
O=C(Nc1cc(Cl)cc(Cl)c1)c1ccc(Cn2c(=O)[nH]c3ccsc3c2=O)cc1	-0.31	0.31	u
Cc1ccc(C(=O)N/C(=C/c2ccc(Cl)cc2)C(=O)NCC2CCCO2)cc1 (stereo not given)	1.5	1.9	-38
CCc1nc(N2CCN(C(=O)c3ccccc3)CC2)c(C#N)c2c1COC(C)(C)C2	-0.48	-0.39	x
Cc1ccc(-c2c(C(=O)O)c(C(=O)O)c3n2CCC3)cc1	x	x	-23
COc1cc2c(cc1OC)CN(C(=O)Cc1ccc(OC)c(S(=O)(=O)N3CCOCC3)c1)CC2	1.1	1.1	x
COC(=O)C(C)C1Sc2ccccc2NC1=O (stereo not given)	0.23	-0.14	-99
Cn1c(=O)c2c(nc(SCCCC#N)n2Cc2ccccc2F)n(C)c1=O	-0.59	-1.1	x
CC(C)OP(=O)(c1ccc(N(C)C)cc1)C(O)c1c(Cl)cccc1Cl (stereo not given)	-2	-1.7	x
COc1cccc(C2=CC(c3ccccc3)n3nnnc3N2)c1 (stereo not given)	-0.94	0.27	x
O=C(NCCc1ccccn1)C(F)(F)C(F)(F)C(F)(F)C(F)(F)C(F)(F)C(F)F	-0.29	-1.1	x
O=C(c1ccc(-c2ccccc2)cc1)C1CCCN(C(=O)c2ccncc2)C1 (stereo not given)	x	x	20
Cc1ccc(-c2nnn(CC(=O)N(Cc3ccccc3F)C(C(=O)NC3CCCC3)c3ccncc3)n2)o1 (stereo not given)	0.49	0.49	-231
O=C(CC(c1ccccc1)c1ccccc1)Nc1ccc(Cl)cn1	-1.1	-0.91	26
Cc1ccc(S(=O)(=O)N(C(=O)c2ccncc2)c2ccc(OC(=O)c3ccncc3)cc2)c(C)c1	-0.52	-0.59	-14
c1ccc2c(c1)Cn1nc(Cc3nc4c(s3)CCCC4)nc1-2	-1.2	-0.55	x

An excerpt from above in order of the Insulin prom inh value, low to high:
molecule	Insulin prom inh
Cc1ccc(C(=O)N/C(=C/c2ccc(Cl)cc2)C(=O)NCC2CCCO2)cc1 (stereo not given)	-38
O=Cc1cnc(N2CCOCC2)nc1	-22
O=c1c(Br)c(N2CCCC2)cnn1-c1ccccc1	11

Next section
SMILES	SDO1 yeast rescue	SDO1 yeast rescue Rescue 24 h	Insulin prom inh
C/C(=N\NC(=O)C1COc2ccccc2O1)c1ccc(C)o1 (stereo not given)	0.39	-0.02	22
CCOc1ccc(C2C(C#N)=C(N)N(c3sc4c(c3C#N)CCCC4)C3=C2C(=O)CCC3)cc1 (stereo not given)	0.31	0.57	x
Nc1nc(NC(=O)/C=C\C(=O)O)nn1-c1ccccc1	x	x	33
Clc1ccc(-c2cnc3ccccc3n2)cc1	-0.52	-0.27	0
Cc1cc(C)n2nc(SCC(=O)Nc3ccc(F)cc3)nc2n1	1.8	2.6	x
O=C(OC1CCN(c2ccc([N+](=O)[O-])cc2)CC1)c1ccccc1	0.06	0.44	x
Cn1c(=O)c2c(-c3ccccc3)n(N3CCOCC3)cc2n(C)c1=O	-0.08	-0.42	x
C=CCN1C(=O)CN=C1Nc1ccccc1	1.2	1.2	5
O=C(NNC(=O)c1cccs1)c1ccc(Cl)c(Cl)c1	0.07	-0.48	35
Cc1ccc(C)c(N(CC(=O)Nc2cc(Cl)ccc2Oc2ccccc2)S(C)(=O)=O)c1	-0.39	-0.03	-18
COc1cccc(-c2n[nH]c(=S)n2Cc2ccco2)c1OC	0.53	-0.26	-294
CN1CCN(CC(=O)N/N=C\c2c[nH]c3ccccc23)CC1	1.1	0.54	-14
CC1=C(C(=O)N2CCOCC2)C(c2ccc(OC(F)F)cc2)NC(=S)N1c1ccccc1 (stereo not given)	x	x	37
CC1CCN(C(=O)Nc2cccc(NC(=O)N3CCC(C)CC3)c2)CC1	0.2	0.27	x
COc1ccccc1N=C1SC(C(=O)Nc2ccc(F)cc2)CC(=O)N1C (stereo not given)	0.02	-0.21	-100
CCOC(=O)C1=C(C)NC(=S)NC1c1ccc(OC(=O)c2ccco2)cc1 (stereo not given)	1.6	1.5	-3
CC(C)Cn1c(SCC(=O)N2CCCCC2)nc2ccccc2c1=O	-1.2	-0.96	-269
O=[N+]([O-])c1ccccc1Oc1ncccc1[N+](=O)[O-]	x	x	-75
COc1ccccc1NC(=O)CSc1nnc(CC(=O)Nc2cccc(C(F)(F)F)c2)n1C	-0.15	-0.92	4
COc1cccc(NS(=O)(=O)Cc2ccccc2)c1	0.42	-0.18	-30
COc1ccc2c(c1OC)C(=O)OC2Nc1ncc(Br)cc1Br (stereo not given)	2.5	3	29
O=C1CCCc2ccccc2N1Cc1ccccc1Cl	-1.6	-1.5	3
COCCCNC(=O)CS(=O)Cc1nc(-c2ccccc2C)oc1C (stereo not given)	0.19	0.45	x
Cc1ccnc(NC(=O)C2COc3ccccc3O2)c1 (stereo not given)	0.1	-0.18	3
Nn1c(SCC(=O)Nc2ccc3c(c2)OCO3)nnc1C1CCCCC1	-0.36	-0.62	25
COc1ccccc1C(=O)Nc1nnc(C)s1	0.12	-0.36	-17

Screening results: PubChem BioAssay, several laboratories
